# Source: PubChem (several laboratories)
# Hsp70 activator = Hsp70 transcriptional activation, primary screen; HeLa Hsp70 promoter luciferase reporter, luminescence; scaled: vehicle 0, proteasome-inhibitor control 100%; activation, % at 10 µM; hit rate 0.04% among 200,000; AID 1203;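 active = activation above the mean across all tested compounds plus 3 SD, cutoff set per campaign, cut at about 5.5% in these data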;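 also: 100% = MG132 at 30 µM as the positive control and 0% = DMSO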
# Efa HMGR inh = blocks class II HMG-CoA reductase of Enterococcus faecalis | purified E. faecalis HMGR, NADPH absorbance 340 nm kinetic | inhibition, % at 10 µM | hit rate 0.41% among 190,000 | AID 1066;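 active = inhibition above a set limit, the median over all tested compounds plus 3 SD, cut at about 9.5% in these data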;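 also: enzyme runs in reverse so mevalonate oxidation gives rising NADPH absorbance; 0% = complete reaction with DMSO and 100% = background rate lacking mevalonate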
# STAT1 blocker = reduces IFN-gamma driven STAT1 reporter signal; inhibition, % at 5.5 µM; AID 920; hit rate 0.35% among 200,000; NIH 3T3 STAT1-luciferase reporter, luminescence;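 active = inhibition above a set limit, the mean inhibition across all tested compounds plus 3 SD, cut at about 34% in these data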;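 also: 0% = IFN-gamma with DMSO and 100% = IFN-gamma with 300 µM nifuroxazide; values of inactives mirror those of a sister screen read the other way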
# STAT1 act = increases IFN-gamma driven STAT1 reporter signal; hit rate 2.6% among 200,000; AID 932; activation (% of control), % at 5.5 µM; NIH 3T3 STAT1-luciferase reporter, luminescence; 100% = IFN-gamma alone, no compound;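 active = activation above the screen-wide mean activation plus 3 SD, cut at about 130% in these data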;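 also: raw ratio to IFN-gamma control signal so 100% means no change and 0% no light; values of inactives mirror those of a sister screen read the other way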
# NF-kB neuron act = compounds increasing NF-kB expression in human neuronal cells. NF-kB reporter expression; stronger effect = higher value. fold change at 12.5 µM. hit rate 1.6% among 190,000. AID 1239; in the data active = fold change above about 3.3
# STAT3 act = STAT3 signaling activation | U3A cells, IL-6 STAT3-luciferase reporter, luminescence; 100% = signal with IL-6 EC80 alone | activation (% of control), % at 5.6 µM | hit rate 0.91% among 190,000;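 active = activation above the screen-wide mean of compound activation plus 3 SD, cut at about 130% in these data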;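 also: 0% = background luminescence of wells with medium and substrate only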
#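 Material: STAT1-lacking human U3A cells, STAT3 luciferase reporter | Benchmarks: IL-6-only wells as 100% reference | Probe or stimulus: IL-6 (33 ng/mL) | Timing: Compound 1 h, then IL-6 6 h at 37 °C | Detection: Luminescence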
# STAT3 blocker = reduces IL-6 driven STAT3 reporter signal; U3A cells, IL-6 STAT3-luciferase reporter, luminescence; host cell line lacks STAT1; hit rate 0.89% among 190,000; AID 862; inhibition, % at 5.5 µM;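 active = inhibition above the mean inhibition across all screened compounds plus 3 SD, cut at about 44% in these data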;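 also: 0% = DMSO only wells and 100% = 100 µM nifuroxazide control wells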
# TLR4 MyD88 comp = TLR4-MyD88 interaction inhibition in cells; O00206+Q99836; HeLa CL3-4 TLR4/MyD88 BLA complementation, FRET ratio; inhibition, % at 8.4 µM; hit rate 0.18% among 200,000; in the data active = inhibition above about 25%;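 also: 0% = vehicle and 100% = reference inhibitor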
# Target sequence (O00206 whole entry, looked up): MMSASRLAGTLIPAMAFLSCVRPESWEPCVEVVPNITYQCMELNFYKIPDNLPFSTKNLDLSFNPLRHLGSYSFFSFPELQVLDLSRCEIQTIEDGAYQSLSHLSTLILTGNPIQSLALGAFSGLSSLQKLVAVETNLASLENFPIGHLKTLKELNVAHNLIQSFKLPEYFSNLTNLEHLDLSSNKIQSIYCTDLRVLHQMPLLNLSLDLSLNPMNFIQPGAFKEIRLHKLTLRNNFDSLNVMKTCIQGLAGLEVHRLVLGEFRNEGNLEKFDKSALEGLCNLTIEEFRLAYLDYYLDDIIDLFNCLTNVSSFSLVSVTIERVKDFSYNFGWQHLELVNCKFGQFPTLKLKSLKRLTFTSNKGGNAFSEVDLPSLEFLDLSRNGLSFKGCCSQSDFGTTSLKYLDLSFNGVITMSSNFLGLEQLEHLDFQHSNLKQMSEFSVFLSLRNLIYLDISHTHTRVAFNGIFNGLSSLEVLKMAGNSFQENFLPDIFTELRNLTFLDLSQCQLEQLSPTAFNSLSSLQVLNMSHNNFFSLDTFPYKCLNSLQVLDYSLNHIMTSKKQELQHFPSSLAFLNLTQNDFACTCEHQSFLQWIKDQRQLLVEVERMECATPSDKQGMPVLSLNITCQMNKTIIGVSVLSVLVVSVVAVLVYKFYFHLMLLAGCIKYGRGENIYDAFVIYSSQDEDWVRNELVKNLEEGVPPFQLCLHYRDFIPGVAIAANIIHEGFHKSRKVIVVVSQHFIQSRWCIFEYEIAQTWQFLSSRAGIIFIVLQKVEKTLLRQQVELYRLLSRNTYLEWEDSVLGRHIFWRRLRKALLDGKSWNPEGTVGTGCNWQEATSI
# Target sequence (Q99836 whole entry, looked up): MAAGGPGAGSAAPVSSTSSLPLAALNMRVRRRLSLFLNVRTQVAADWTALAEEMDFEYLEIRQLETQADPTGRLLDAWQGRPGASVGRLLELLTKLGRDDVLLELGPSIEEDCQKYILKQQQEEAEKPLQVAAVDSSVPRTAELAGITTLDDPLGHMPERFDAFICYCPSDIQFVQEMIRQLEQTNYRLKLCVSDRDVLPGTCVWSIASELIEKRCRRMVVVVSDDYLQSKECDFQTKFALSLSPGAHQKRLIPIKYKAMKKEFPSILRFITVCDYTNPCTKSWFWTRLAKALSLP
# APP 5'UTR act = activates APP 5'UTR luciferase reporter; SH-SY5Y APP 5'UTR luciferase reporter, luminescence; zero percent = DMSO vehicle wells; activation, % at 2 µM; hit rate 1% among 190,000; AID 1276;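 active = activation above a set limit, based on mean plus 3 SD of controls, cut at about 140% in these data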; also: values of inactives mirror those of a sister screen read the other way
# Redox H2O2 prof = compounds producing H2O2 with reducing agent – biochemical, NIH compound library profiling, artefact control for MLSCN library redox annotation, primary screen | DTT-dependent redox cycling H2O2, phenol red/HRP absorbance; 100% = 100 µM peroxide control, 0% = buffer | activation, % at 10 µM | hit rate 0.03% among 200,000;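 active = activation of at least 50% relative to the plate's high and low controls in the primary single-dose screen; inactive = activation below 50%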;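 also: compound incubated with DTT at 0.8 mM final as the reducing agent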
# The depositor's hits bear a star; . = not tested or not shown.
SMILES,Hsp70 activator,Efa HMGR inh,STAT1 blocker,STAT1 act,NF-kB neuron act,STAT3 act,STAT3 blocker,TLR4 MyD88 comp,APP 5'UTR act,Redox H2O2 prof
COc1ccc(-c2nc(N)n[nH]2)cc1,-0.4,-3,-6,106,0.98,94,14,1,6,-10
Cc1cc(C)c(C(N)=O)c(Nc2cccc(Cl)c2C)n1,-0.1,-6,-8,107,1.5,99,5,5,-1,1.3
COc1ccc(C2=NOC(C(=O)Nc3ccc(C(C)=O)cc3)C2)cc1OC (configuration not stated),-0.1,-2,-13,112,1.1,98,5,12,21,1.9
COc1ccc(NC(=O)C(=O)NNC(=O)c2cccs2)cc1,-0.1,-4,-9,108,1.5,97,3,8,-64,0.2
COc1ccccc1OCC(=O)NNC(=O)c1cnccn1,-0.3,2,0,100,1,106,1,5,13,-5.3
COc1ccc(S(=O)(=O)N2CCCC(C(=O)NCCC3=CCCCC3)C2)cc1 (configuration not stated),-0.3,-3,5,96,0.95,101,5,-7,13,3.5
COc1ccc(NC(=O)N2CCC(c3nc(-c4cccs4)no3)CC2)cc1,0.1,-1,0,100,1.1,84,23,5,8,1.0
Cc1ccccc1OCCCC(=O)NCc1ccco1,-0.1,-4,-2,102,1.4,93,18,-3,1,-3.0
CCOc1ccccc1N1CCN(C(=O)C(Sc2ccccc2)c2ccccc2)CC1 (configuration not stated),-0.1,-3,4,97,0.65,98,7,-7,1,-3.7
Cn1c(/C=N/NC(=O)c2ccccc2Br)nc2ccccc21,0.3,-5,16,85,0.81,84,29,4,9,-4.1
NC(=O)CCc1c[nH]c2ccccc12,0.6,-3,-12,111,0.98,103,-1,-2,5,1.7
CN1CCN(S(=O)(=O)c2cc([N+](=O)[O-])ccc2N/N=C/c2ccc(Cl)cc2)CC1,-0.5,-4,4,96,1,90,12,-9,.,0.5
COc1ccccc1N(O)C1CC(=O)N(c2ccc(F)cc2)C1=O (configuration not stated),-0.1,1,0,99,1.3,96,11,-1,3,1.2
CC(C)C(NC(=O)c1ccc(C(C)(C)C)cc1)C(=O)Nc1cccc(S(N)(=O)=O)c1 (configuration not stated),0.1,0,-12,110,1.6,65,44*,-7,3,-0.6
O=C(CCCn1cnc([N+](=O)[O-])n1)Nc1ccc(Cl)c(Cl)c1,-0.1,-8,-3,103,0.87,108,-4,1,-2,-7.0
O=C(NNc1c2ccccc2nc2ccccc12)c1ccc(O)cc1,-0.1,-4,1,99,0.46,93,10,3,-6,0.5
Cc1cc2cc3c(cc2nc1SCC(=O)O)CCC3,-0.2,0,-1,100,1.6,103,-2,-2,-13,-0.7
Cc1ccc(C(=O)N/C(=C\c2cccs2)c2nc3ccccc3[nH]2)cc1,-0.5,0,-4,104,1.1,109,-6,-18,9,0.4
OC12CCCCC1C(c1ccc3c(c1)OCO3)N(Cc1ccccc1F)CC2 (configuration not stated),-0.4,-2,-3,103,0.99,102,6,-6,-14,1.4
O=C(NCc1ccc2c(c1)OCO2)c1cc2c(s1)CS(=O)(=O)C2,-0.3,2,-3,103,1.3,100,6,-13,20,-1.1
COCCN(Cc1cc2cc3c(cc2[nH]c1=O)OCO3)C(=O)c1cccs1,0.0,-2,4,96,0.94,98,7,-2,-6,5.2
N#CCSc1nc2c(cc1C#N)CCCCCC2,0.0,1,10,90,0.93,100,5,-2,14,2.4
N#C/C(=C/c1ccc(Sc2nc3ccccc3[nH]2)o1)c1cccc(F)c1,-0.1,0,-1,101,1.2,95,10,0,-2,0.0
Cc1ccc(C)c(NC2=NCC(=O)N2c2ccc3c(c2)OCCO3)c1,-0.1,1,-6,94,0.76,101,2,1,27,1.0
CC1CCCC(C)N1C(=O)c1ccccc1Nc1ccc(SC(F)F)cc1 (configuration not stated),-0.2,-7,4,96,0.71,99,1,-2,-4,2.5
Cc1ccc(NC(=S)N/C(=N/S(=O)(=O)c2ccccc2)c2ccccc2)cc1,-0.4,-3,-49,143*,2.4,101,-2,-8,55,-0.1
CNCCOc1ccccc1-c1ccccc1,-0.1,-2,2,98,0.81,89,18,6,18,0.3
CN(C)c1nnnn1-c1ccc(Cl)cc1,-0.1,0,1,98,1.1,97,7,-8,-12,-1.0
Cc1ccc(C2=NN(S(=O)(=O)c3ccccc3)C(c3ccccc3O)C2)cc1 (configuration not stated),-0.6,-6,-6,104,1.4,108,-6,-1,12,0.1
CC1=NN(C(=S)Nc2ccccc2)C(c2ccccc2)C1 (configuration not stated),-0.3,0,4,96,1.4,106,-5,-3,3,-0.2
O=C(N/N=C/C(Cl)=C\c1ccccc1)c1cnccn1,-0.2,-4,-15,114,1.2,106,0,-4,-3,0.1
CCn1cnc2cc(NCc3ccc(OC)cc3)ccc21,0.1,-9,-16,115,2.1,94,10,-11,22,1.7
COc1ccc(-c2csc(/C(C#N)=C\c3cccc([N+](=O)[O-])c3)n2)cc1,-0.5,-2,-3,103,1.4,97,-1,-4,-3,2.5
COc1ccc(Br)cc1CN(C)CC(=O)Nc1cc(Cl)ccc1Cl,0.0,-3,6,95,1.1,100,-5,-6,9,0.4
Cc1ccc2nc(-c3ccc(NS(C)(=O)=O)cc3)cc(-c3ccccc3)c2c1,0.3,-5,-2,102,1,100,11,10,10,0.0
Cc1csc(C2=C(O)CN(c3ccc4c(c3)OCCOCCOCCOCCO4)C2=N)n1,-0.1,-1,3,97,0.91,117,-8,10,0,1.6
Cc1ccc(S(=O)(=O)N2CCN(C(=O)CC3CCCC3)CC2)cc1,-0.2,2,2,98,0.93,97,9,0,-9,-0.5
Cc1ccc(/C=N/Nc2nc3ccccc3[nH]2)s1,0.0,-7,-63,157*,3.8*,121,-18,-8,135*,0.4
N#C/C(=N/Nc1ccc([N+](=O)[O-])cc1)C(=N)N1CCCCC1,0.5,-7,-81,174*,8.1*,97,5,3,174*,-1.2
O=C(O)c1ccc(COc2ccc(CO)cc2Cl)cc1,0.2,-2,-9,108,1.6,107,-6,-7,17,-0.6
CCc1nc(-c2cc3ccc(C)cc3[nH]c2=O)no1,0.3,-2,-18,116,1.9,81,26,8,20,1.1
Oc1c(C(c2ccc(F)cc2)N2CCc3ccccc3C2)sc2ncnn12 (configuration not stated),-0.4,1,1,100,0.98,97,4,-6,29,-0.1
CCOC(=O)N1CCN(c2c(NCCN(C)Cc3ccccc3)c(=O)c2=O)CC1,-0.2,2,10,91,0.97,96,6,-5,3,-0.1
Cn1ncc(Cl)c1C(=O)N/N=C/c1cccc(OC2CSC2)c1,-0.2,-2,4,96,1.3,106,-2,-13,24,-0.8
COc1ccc(S(=O)(=O)NNC(=O)c2cc3c4ccccc4n(C)c3s2)cc1,-0.2,0,-14,113,1.2,120,-15,-12,-7,-4.0
CCCCS(=O)(=O)/C=C/[C@H]1[C@H](S(=O)(=O)CCCC)[C@H]2C=C[C@@H]1C2,-0.1,-5,4,87,1.2,101,1,-2,4,0.0
COCc1nnc(NC(=O)CCCOc2ccccc2)s1,-0.3,-2,-5,105,1.1,99,6,5,-18,2.6
CCCCCC1CC(=O)N(Cc2ccc(Cl)cc2)C(=O)N1 (configuration not stated),-0.4,-4,3,97,0.98,101,9,2,-1,0.1
O=C(O)CSc1nnc(-c2ccncc2)n1Cc1ccccc1,-0.3,-6,-6,106,1.1,104,-8,5,0,0.1
CS(=O)(=O)c1ccccc1-c1nc(-c2cc(C(F)(F)F)cc(C(F)(F)F)c2)no1,-0.3,0,-1,101,1,96,13,11,7,-3.2
CCCCN(CC)CCNC(=O)CN1C(=O)COc2ccc(S(=O)(=O)N3CCCC3)cc21,-0.1,0,-5,104,0.95,98,0,-12,-19,0.0
COc1ccccc1C(=O)OCC(=O)Nc1ccc(OC(F)F)cc1,-0.5,1,-1,101,1.5,96,9,3,-4,0.5
CC(C)C(=O)Nc1ccc2c3c(cccc13)CC2,-0.3,-8,0,100,1,103,2,-4,3,-0.1
CCCCC(=O)N/N=C/c1ccc(-c2ccc([N+](=O)[O-])cc2)o1,-0.1,-8,-9,106,0.84,88,16,20,-5,-0.5
Cc1ccc(-c2nc(N)sc2-c2ccc(C)cc2)cc1,-0.1,-3,6,93,0.97,99,5,-2,13,-1.3
CC(C)N(CC#CCC(O)(c1ccccc1)C1CCCC1)CCO (configuration not stated),0.1,2,-4,102,1.2,103,1,0,3,0.1
CCn1nc(C(=O)OCC(=O)NC(C)C)c2ccccc2c1=O,-0.1,-1,1,98,1.2,105,-2,-12,2,-2.0
CCOc1ccccc1C(=O)N/N=C/c1cccc2cccnc12,-0.2,1,6,95,0.64,124,-30,6,-6,14
Cc1[nH]c2ccccc2c1/C=N/Nc1nc(Nc2ccccc2)nc(N2CCOCC2)n1,-0.3,-5,-7,106,0.47,87,18,9,-20,-5.9
O=C(NCc1nc2ccccc2[nH]1)C1=C[C@@H](c2ccc(Br)cc2)C[C@@H](OCCCCO)O1,-0.1,2,0,101,0.85,.,.,-5,5,0.6

# The closing 3 compounds of the section before come first, to join the parts:
SMILES,Hsp70 activator,Efa HMGR inh,STAT1 blocker,STAT1 act,NF-kB neuron act,STAT3 act,STAT3 blocker,TLR4 MyD88 comp,APP 5'UTR act,Redox H2O2 prof
CCOc1ccccc1C(=O)N/N=C/c1cccc2cccnc12,-0.2,1,6,95,0.64,124,-30,6,-6,14
Cc1[nH]c2ccccc2c1/C=N/Nc1nc(Nc2ccccc2)nc(N2CCOCC2)n1,-0.3,-5,-7,106,0.47,87,18,9,-20,-5.9
O=C(NCc1nc2ccccc2[nH]1)C1=C[C@@H](c2ccc(Br)cc2)C[C@@H](OCCCCO)O1,-0.1,2,0,101,0.85,.,.,-5,5,0.6
C[C@H]1[C@H](C)CC[C@]2(C(=O)O)CC[C@]3(C)C(=CC[C@@H]4[C@@]5(C)C[C@@H](O)[C@H](O)C(C)(C)[C@@H]5CC[C@]43C)[C@H]12,-0.2,18*,-3,102,1.2,107,-12,-2,6,0.4
O=C(Oc1cccc(Oc2ccccc2)c1)N1CCOCC1,-0.4,-3,-7,106,1.1,96,9,13,0,2.8
COc1cccc(-n2c(C)nn(C)c2=O)c1,-0.1,-6,-2,102,1.1,102,3,1,.,1.9
COc1ccc(/C=N\NC(=O)CC(=O)Nc2cccc(Cl)c2)cc1OC,-0.1,1,2,97,1,89,15,9,2,1.5
Cc1ccc(C(C)C)c(OCc2nnc(SCC(=O)Nc3ncc(C)s3)n2C)c1,-0.2,-3,0,99,0.95,93,10,10,-8,0.2
COCCNC(=O)c1cc2c(=O)n(C)c3ccccc3c2n1C,2.1,-3,9,92,0.91,97,12,-9,16,-1.7
O=C(CCCc1ccccc1)Nc1ccccn1,0.5,-3,-24,120,1.3,104,7,-9,3,-0.5
Cc1cc(C)nc(NCC(O)COc2ccccc2C)n1 (configuration not stated),0.4,0,6,94,1,87,18,-1,2,1.8
COC(=O)c1ccc(S(=O)(=O)c2ccccc2)c(N)c1,-0.3,-5,-2,102,1.1,97,5,8,25,-4.5
S=c1[nH]nc(-c2ccco2)n1/N=C/c1ccccc1Cl,-0.2,-4,0,100,2.5,106,-1,-8,-8,-0.1

# Outcome played no part in choosing rows; 5.6% or so of the library scored in one or more.
